# Screening results: PubChem BioAssay, National Center for Advancing Translational Sciences (NCATS)
# Epigenetic reg: Quantitative High-Throughput Screen for Regulators of Epigenetic Control; 280,000 tested, 0.2% active; Potency, µM (titrated, usually from 53.9 µM), for the others: at the highest dose GFP activation, usual class: activators; AID 1865, 2009; murine LDR cells, GFP reporter derepression, 30 h; also: potency is read from the fitted curve at half-maximal effect; % of control where 0% means no effect; nearly all actives have a fitted effect of over 60% in size
#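 Readout is the number of GFP-expressing murine LDR cells, counted by cytometry following washing. Cells were treated with compound for 30 h at 37 C; the stably integrated CMV-GFP locus is normally silent.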
# CBFb RUNX1 block: qHTS Assay for Compounds Blocking the Interaction Between CBF-beta and RUNX1 for the Treatment of Acute Myeloid Leukemia; AID 1477, 2009; Potency, µM (top dose mostly 59.8 µM), for the others: top-dose activity, negative = inhibition, usual class: inhibitors; AlphaScreen CBFb-His/RUNX1-biotin binding, biochemical; 230,000 tested, under 10 active; also: % of control where 0% means no effect
#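 Room-temperature protein-protein interaction test with 30 nM each of His-tagged CBF-beta and biotinylated RUNX1, 15 min with compound, then 90 min with nickel plus streptavidin beads. Signal read in AlphaScreen mode.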
# NPSR antag: qHTS Assay for Antagonists of the Neuropeptide S Receptor: cAMP Signal Transduction; AID 1461, 2008; CHO-NPSR cells, cAMP TR-FRET, antagonist mode; Q6W5P4; Potency, µM (series often up to 38.3 µM), inactives show at the top dose activity change, negative = inhibition, actives largely listed as inhibitors; 220,000 tested, 1% active; also: potency is read from the fitted curve at half-maximal effect; % is scaled to controls: 0 for no effect and ±100 for the full control effect; nearly all actives have a fitted effect of over 50% in size; many of its hits are not listed in these tables
# Luc counter: Counterscreen for Luciferase (Kinase-Glo TM) Inhibition. 200,000 tested, 0.28% active. Potency, µM (series often up to 38.3 µM), for inactives: top-dose activity change, negative = inhibition, actives largely listed as inhibitors. Kinase-Glo luciferase, ATP luminescence, 8 min; also: potency is read from the fitted curve at half-maximal effect; % is scaled to controls: 0 for no effect and ±100 for the full control effect; nearly all actives have a fitted effect of over 60% in size
#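 Inhibition of Kinase-Glo luciferase light generation was assessed at 10 uM ATP in pH 7.2 imidazole buffer, with luminescence measured after eight minutes at ambient temperature.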
# HTT aggregate: qHTS Multiplex Assay to Identify Dual Action Probes in a Cell Model of Huntington: Aggregate Formation (GFP); PC12 HttQ103-GFP aggregates, Acumen cytometry, 40 h; Potency, µM (doses to about 46.1 µM), for the others: top-dose activity change, negative = inhibition, usual class: inhibitors; 220,000 tested, 1.1% active; also: potency is read from the fitted curve at half-maximal effect; % is scaled to controls: 0 for no effect and ±100 for the full control effect; nearly all actives have a fitted effect of over 60% in size
#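 Steps: seed 1500 PC12 HTTQ103-GFP cells/well; add tebufenozide, 100 nM final; add compound titration; add ATPLite reagent; quantify GFP aggregates by laser scanning cytometry.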
# IMPase Li inh: qHTS Assay for Identifying the Cell-Membrane Permeable IMPase Inhibitors: Potentiation with Lithium; CHO-M1 cells, IP1 TR-FRET (IP-One), carbachol + lithium; Potency, µM (doses to about 59.4 µM), inactives show at the highest dose activity, negative = IMPase inhibition, hits mostly inhibitors; AID 1457, 2008; 210,000 tested, 0.35% active;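 also: IP1 builds up when IMPase is blocked and the TR-FRET signal falls; potency is read from the fitted curve at half-maximal effect; plate controls were basal vehicle for no effect and high inhibitor control for full effect; nearly all actives have a fitted effect of over 50% in size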
#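 IP1 accumulation measured by competitive TR-FRET in lysed CHO-M1 cells after 30 min compound exposure at 37C, with a small lithium addition to potentiate weak responses. Hill-equation AC50 from ratio and donor-channel data.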
# L3MBTL1 inh: qHTS Assay for the Inhibitors of L3MBTL1 | 230,000 tested, 0.66% active | Lethal(3)malignant brain tumor-like protein 1 (Homo sapiens), Q9Y468 | AID 485360, 2010 | Potency, µM (titrated, usually from 57.1 µM), for the others: at the highest dose activity, negative = inhibition, actives largely listed as inhibitors | AlphaScreen L3MBTL1–H3K9me1 peptide binding; also: potency is read from the fitted curve at half-maximal effect; % is scaled to controls: 0 for no effect and ±100 for the full control effect; nearly all actives have a fitted effect of over 60% in size
# Target sequence (Q9Y468 whole entry, looked up): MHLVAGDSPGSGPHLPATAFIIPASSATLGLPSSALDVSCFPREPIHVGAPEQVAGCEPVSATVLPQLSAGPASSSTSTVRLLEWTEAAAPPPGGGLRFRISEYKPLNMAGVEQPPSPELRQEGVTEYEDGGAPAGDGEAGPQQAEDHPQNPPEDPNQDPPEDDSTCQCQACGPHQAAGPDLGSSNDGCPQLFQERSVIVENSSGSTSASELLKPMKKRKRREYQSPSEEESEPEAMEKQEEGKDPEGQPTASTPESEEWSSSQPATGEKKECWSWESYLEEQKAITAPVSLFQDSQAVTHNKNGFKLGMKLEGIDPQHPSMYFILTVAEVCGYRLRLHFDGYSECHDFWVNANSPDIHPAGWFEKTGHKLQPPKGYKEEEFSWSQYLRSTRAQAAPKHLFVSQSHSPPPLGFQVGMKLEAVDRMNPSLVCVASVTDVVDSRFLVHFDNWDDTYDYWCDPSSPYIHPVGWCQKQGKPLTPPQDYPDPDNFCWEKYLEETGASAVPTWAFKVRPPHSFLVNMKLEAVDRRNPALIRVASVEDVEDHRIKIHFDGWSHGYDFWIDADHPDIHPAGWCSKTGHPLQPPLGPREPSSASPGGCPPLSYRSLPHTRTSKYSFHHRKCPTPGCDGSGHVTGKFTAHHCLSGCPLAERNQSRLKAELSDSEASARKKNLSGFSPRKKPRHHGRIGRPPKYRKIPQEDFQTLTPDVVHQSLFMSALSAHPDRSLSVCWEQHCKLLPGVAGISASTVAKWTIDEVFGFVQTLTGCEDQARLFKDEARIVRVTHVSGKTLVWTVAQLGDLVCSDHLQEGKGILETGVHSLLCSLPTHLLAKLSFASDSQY
#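 L3MBTL1 50 nM + b-AHA-H3(1-15)K9me1 75 nM, 30 min RT; compound added, 30 min RT; streptavidin donor/Ni-chelate acceptor beads 10 ug/mL each final, 30 min RT dark; AlphaScreen read.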
# An asterisk follows results filed as active; u = inconclusive; x = no result given; & = joins results of further samples; [ ] = dose if it differs, or a comment. Calls follow the shape of the dose curve; as a rule, active = well fitted curve in the direction sought with a large enough effect; inconclusive = small, poorly fitted or top-dose-only effect, or another doubt; inactive = no such curve, though single readings can be large; an effect the other way counts as inactive or inconclusive.
SMILES,Epigenetic reg,CBFb RUNX1 block,NPSR antag,Luc counter,HTT aggregate,IMPase Li inh,L3MBTL1 inh
Cc1ccc(NCc2nnc(SCC(=O)c3ccc4c(c3)OCCO4)o2)c(C)c1,2.0%,2%,-18%[46.1 µM],1%,-1%,41%[38.3 µM],x
O=C(CN1CCN(C(=O)c2ccccc2F)CC1)Nc1ccc(Br)cc1,0.0%,8%,-6%[46.1 µM],-3%,-3%,5%,6%
CN(C)c1ccc(C(CNC(=O)c2ccc(F)cc2)c2c[nH]c3ccccc23)cc1 (stereo unspecified),0.0%,x,-39%,-2%,-4%,13%,u
O=C(CCCNS(=O)(=O)c1cccs1)N1CCN(c2ccc(F)cc2)CC1,0.0%,5%,-3%[46.1 µM],0%,-6%,7%,2%
CCN[C@@H]1C[C@H](C)S(=O)(=O)c2sc(S(N)(=O)=O)cc21,1.1%[16.9 µM],7%[21.7 µM],x,0%[17.1 µM],2%,1%,x
Cn1cnnc1SCC(=O)c1ccc(O)c(O)c1,4.0%,-3%,-3%,2%,17%,14%,-5%
CCS(=O)(=O)n1nc(-c2ccc(OC)cc2)nc1SC,1.2%,6%,14%[46.1 µM],3%,-4%,19%[38.3 µM],x
FC(F)(F)c1cc(Oc2ccccc2)ncc1-c1nnc(-c2ccccc2Cl)o1,-1.8%,11%,34%,x,-6%[9.22 µM],x,43%[activator]
O=C(c1cc([N+](=O)[O-])ccc1Cl)N1CCN(c2ccccc2)CC1,0.0%,-1%,17%,0%,-9%,-1%,1%
CC(=O)Nc1ccc(S(=O)(=O)NNC(=O)c2cccc(Br)c2)cc1,1.1%,-2%,16%,-2%,-7%,-7%,x
CC(=O)Nc1ccc(N/C=C/C(=O)c2ccc(C)o2)cc1,1.9%,2%,-7%[46.1 µM],-4%,11%,2%[38.3 µM],-5%
NNC(=O)c1ccc(CN2CCCCC2)o1,-0.5%,7%,15%,1%,-7%,0%,x
CCCN(Cc1ccc(N(CC)CC)cc1)CC1CC1,-1.1%,0%,-3%[46.1 µM],-1%,4%,27%[38.3 µM],-6%
Oc1ccc(COCc2ccccc2)c2cccnc12,u,u,-19%[46.1 µM],-6%,u,18%[38.3 µM],8.9µM*
COc1ccc(NC(=S)Nc2cccnc2)c(OC)c1,-0.4%,10%,8%,1%,6%,0%,7%
COC(=O)c1ccccc1NC(=O)CSc1ccccc1,1.9%,u,-18%[7.67 µM],-4%,10%,10%[38.3 µM],74%[activator]
O=C(NC1CCCCC1)c1ccc(-n2cnnn2)cc1,1.1%,11%,-31%,x,3%[9.22 µM],x,x
CCOc1cc(C2NN=C(c3ccc(C)cc3)S2)ccc1O (stereo unspecified),1.3%,4%,-20%,0%,29%,17%,23%
Cc1nn2c(NCc3ccccn3)c3c(nc2c1-c1ccccc1)CCC3,22µM*,-8%,-40%,x,-29%[9.22 µM],x,x
CCOC(=O)C1=C(N)Oc2ccc(Br)cc2C1C(C#N)C(=O)OCC (stereo unspecified),1.1%,17%&12%&14%,x,x,x,-11%,x
Cc1ccc(C(=O)N/C(=C/c2ccc(-c3ccc(Br)cc3)o2)C(=O)NC2CCS(=O)(=O)C2)cc1 (stereo unspecified),0.0%,-9%,-15%,-2%,6%,1%,-12%
Nc1cc(=O)[nH]c(SCC(=O)Nc2nc3ccc([N+](=O)[O-])cc3s2)n1,-2.6%,4%,12%,0%,-10%[9.22 µM],-6%,-16%
Cc1ccc2nsnc2c1S(=O)(=O)Nc1cccc2nsnc12,-1.5%,2%,-11%[46.1 µM],-6%,2%,35%[activator][38.3 µM],-30%
CCn1cc(S(=O)(=O)CC(=O)N2CCc3ccccc32)c2ccccc21,2.6%,-2%,-23%,x,-16%[9.22 µM],x,x
COc1ccc(CNC(=O)C2CCCN(S(=O)(=O)c3c(C)nn(C)c3C)C2)cc1 (stereo unspecified),-2.4%,-6%,1%[46.1 µM],-1%,-6%,-1%[38.3 µM],x
CC1CCCC(C)N1C(=O)C1CCCCC1 (stereo unspecified),2.4%,2%,6%,-7%,9%,-3%,6%
c1ccc(C2=Nn3c(nnc3-c3ccccn3)SC2)cc1,7.6%,u,-20%[46.1 µM],12%,-6%,-20%[38.3 µM],u
COc1ccc(OCC(O)CNC(=O)c2ccccc2C(=O)O)cc1 (stereo unspecified),1.3%,12%,10%,1%,14%,-2%,1%
Cc1cc(Br)cc(C)c1NC(=O)c1ccc(C#N)cc1F,-4.2%,0%,12%,-1%,8%[9.22 µM],1%,-3%
CCn1c(SCC(=O)NCCOC)nc2sc(C)c(C)c2c1=O,0.0%,12%,-10%[46.1 µM],-2%,2%,22%[38.3 µM],x
Cc1ccc(Cl)c(OCC(=O)NN2CCN(C)CC2)c1,-0.9%,7%,9%,x,11%[9.22 µM],x,x
COc1ccc2nc(SCC(=O)Nc3ccccc3)[nH]c2c1,4.8%,6%,-2%,-2%,-2%,16%,-11%
Nc1nc(-c2ccc(Cl)cc2Cl)cn1N,0.8%,5%,-7%[46.1 µM],0%,4%,-4%[38.3 µM],2%
COc1ncnc2sc(-c3ccccc3)cc12,0.0%,2%,8%[46.1 µM],10µM*,-9%[9.22 µM],5%[38.3 µM],6%
CCCCC(O)(CCCC)C(=O)NN(C(=O)c1cccnc1Cl)c1ccccc1,0.1%,1%,-4%,x,-3%[9.22 µM],x,0%
COc1ccc(S(=O)(=O)N2CCNC(=O)C2)cc1Br,-1.5%,-3%,13%,0%,12%,-5%,-1%
CCOc1ccc(CN(CCO)CCO)cc1[N+](=O)[O-],0.0%,1%,-3%[46.1 µM],-3%,13%,-1%[38.3 µM],7%
CC(NC(=O)c1cccnc1)C(c1cccs1)N1CCOCC1 (stereo unspecified),-0.1%,1%,13%,2%,7%,3%,-12%
Cc1cc(Nc2cc(F)ccc2C)n2ncnc2n1,0.8%,-6%,-2%[46.1 µM],4%,1%,31%[38.3 µM],-12%
CCCc1nc(SCC(=O)N2CCc3ccccc32)c2c(=O)n(C)c(=O)n(C)c2n1,0.3%,9%,-3%[46.1 µM],-3%,5%,1%[38.3 µM],4%

# 6 of these compounds in a different format:
# Order of results – Epigenetic reg | CBFb RUNX1 block | NPSR antag | Luc counter | HTT aggregate | IMPase Li inh | L3MBTL1 inh
- Cc1cc(Nc2cc(F)ccc2C)n2ncnc2n1
→ 0.8% | -6% | -2%[46.1 µM] | 4% | 1% | 31%[38.3 µM] | -12%
- CCCCC(O)(CCCC)C(=O)NN(C(=O)c1cccnc1Cl)c1ccccc1
→ 0.1% | 1% | -4% | x | -3%[9.22 µM] | x | 0%
- O=C(CN1CCN(C(=O)c2ccccc2F)CC1)Nc1ccc(Br)cc1
→ 0.0% | 8% | -6%[46.1 µM] | -3% | -3% | 5% | 6%
- CCOc1cc(C2NN=C(c3ccc(C)cc3)S2)ccc1O (stereo unspecified)
→ 1.3% | 4% | -20% | 0% | 29% | 17% | 23%
- Cc1nn2c(NCc3ccccn3)c3c(nc2c1-c1ccccc1)CCC3
→ 22µM* | -8% | -40% | x | -29%[9.22 µM] | x | x
- CCCN(Cc1ccc(N(CC)CC)cc1)CC1CC1
→ -1.1% | 0% | -3%[46.1 µM] | -1% | 4% | 27%[38.3 µM] | -6%

# Additional compounds:
SMILES,Epigenetic reg,CBFb RUNX1 block,NPSR antag,Luc counter,HTT aggregate,IMPase Li inh,L3MBTL1 inh
O=c1[nH]c(CN2CCN(CCO)CC2)nc2ccccc12,0.0%,4%,17%,3%,0%,8%,19%
CN1CCN(CCCNC(=O)c2ccc3c(c2)N(Cc2ccccc2)CCS3)CC1,-1.0%,-5%,-2%[46.1 µM],2%,9%,-17%[38.3 µM],x
CC(=O)N1CCN(c2ccc(NC(=O)c3ccc4c(c3)OCO4)cc2)CC1,-1.5%,-7%,-23%[46.1 µM],-2%,u,3%[38.3 µM],-5%
COC(=O)c1ccccc1NC(=S)NC(=O)C1CC1,-2.8%,-5%,-2%[46.1 µM],8%,3%[9.22 µM],-5%[38.3 µM],x
CC[C@@H]1OC(=O)[C@@H](C)[C@H](O[C@H]2C[C@@](C)(OC)[C@@H](O)[C@H](C)O2)C(C)[C@H](O[C@H]2O[C@@H](C)C[C@@H](N(C)C)[C@@H]2O)[C@@](C)(O)C[C@H](C)C(=O)[C@@H](C)[C@H](O)[C@@]1(C)O (stereo partly specified),-4.0%,2%[21.7 µM],x,1%,x,9%,x
CCOc1nc(-c2ccc(C)cc2)ccc1-c1noc(-c2cccnc2)n1,-0.2%,12%,0%[46.1 µM],0%,-17%,-16%[38.3 µM],1%
CSc1nc(-c2ccc(Cl)cc2)nc(N)c1C#N,1.0%,-5%,u,x,-37%[9.22 µM],x,x
Cn1c(NC(=O)Cc2cccs2)cc(=O)n(C)c1=O,0.0%,6%,1%[46.1 µM],1%,-6%,11%[38.3 µM],0%
COc1ccccc1NC(=O)C(=O)NCc1ccncc1,3.0%,-5%,18%,-3%,-3%,-7%,12%
COC(=O)C1=C(C(=O)OC)SC(=C2C(=S)C(C)(C)N(C(=O)CC(C)C)c3ccccc32)S1,-10%,-13%,u,-4%,-4%,44%[activator][38.3 µM],x
O=C(CNS(=O)(=O)c1ccccc1)N/N=C\c1ccc(Cl)cc1,1.3%,-3%,-10%[46.1 µM],0%,13%,-5%,-3%
Cc1ccc(-c2nnc(N3CCC(C)CC3)c3ccccc23)cc1C,-0.6%,17%,u,2%,u,28%,-2%
C=CCc1ccccc1OCC(O)CN(CC)CC (stereo unspecified),0.1%,2%,15%[46.1 µM],-5%,2%,28%[38.3 µM],x
Cc1cc(=O)oc(C)c1C(=O)Nc1cccnc1Cl,0.2%,6%,-1%[7.67 µM],x,3%[9.22 µM],x,13%
CC(=O)Nc1ccc(S(=O)(=O)NCc2cccnc2)cc1,2.2%,2%,6%,-1%,13%,4%,-2%
COc1ccc(/C=C/C(=O)O)cc1S(=O)(=O)N1CCC(Cc2ccccc2)CC1,0.1%,-13%,-14%,x,-22%[9.22 µM],x,-13%
COc1ccc(OCCCC(=O)Nc2nnc(C3CCCO3)s2)cc1 (stereo unspecified),-1.0%,-2%,1%[46.1 µM],-5%,-12%,20%[38.3 µM],x
COC(=O)CN1C(=S)N(C)C(=O)/C1=C/c1cccs1,-3.2%,-5%,-17%,0%,17%[9.22 µM],1%,-1%

# Only part of the results is shown. The share of hits here may be higher or lower than overall.
